# RXFP1 antag: qHTS Assay for Antagonists of the Relaxin Receptor RXFP1. HEK293-RXFP1, relaxin-stimulated cAMP HTRF, 30 min; active compounds read low. AID 1259400, 2018. 0.59% of 350,000 active. activity change, negative = inhibition, % at 57.5 µM. Relaxin receptor 1 (Homo sapiens), Q9HBX9;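 active = activity change of -60% or lower, but not beyond a set lower limit; inconclusive = change between -60% and -40%, or beyond the set limit; inactive = change above -40%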; also: % is scaled to controls: 0 for no effect and ±100 for the full control effect
# D2 PAM: HTS Assay for Positive Allosteric Modulators of the Human D2 Dopamine Receptor: Primary Screen for Potentiators; HEK293 T-REx D2, calcium flux, EC20 dopamine potentiation; D(2) dopamine receptor (Homo sapiens), P14416; potentiation, % at 10 µM; 0.34% of 340,000 active;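 active = potentiation over 3 SD above the plate norm, cut at about 30% in these data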; also: 0% is about no effect
#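 Calcium flux readout, no-wash dye, 1 read/s. Inducible HEK293 Trex D2 line, overnight 30 C. Compound alone 180 s (agonist flags), then EC20 dopamine, another 180 s to score potentiation.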
# D1 antag: Antagonist of Human D 1 Dopamine Receptor: qHTS; D(1A) dopamine receptor (Homo sapiens), P21728; HEK293 TREx D1 cells, calcium flux, dopamine EC80; active compounds read low; activity change, negative = inhibition, % at 10 µM; 3.2% of 360,000 active; in the data active = activity change below about -30%; also: % is scaled to controls: 0 for no effect and ±100 for the full control effect
# Target sequence (P21728 whole entry, looked up): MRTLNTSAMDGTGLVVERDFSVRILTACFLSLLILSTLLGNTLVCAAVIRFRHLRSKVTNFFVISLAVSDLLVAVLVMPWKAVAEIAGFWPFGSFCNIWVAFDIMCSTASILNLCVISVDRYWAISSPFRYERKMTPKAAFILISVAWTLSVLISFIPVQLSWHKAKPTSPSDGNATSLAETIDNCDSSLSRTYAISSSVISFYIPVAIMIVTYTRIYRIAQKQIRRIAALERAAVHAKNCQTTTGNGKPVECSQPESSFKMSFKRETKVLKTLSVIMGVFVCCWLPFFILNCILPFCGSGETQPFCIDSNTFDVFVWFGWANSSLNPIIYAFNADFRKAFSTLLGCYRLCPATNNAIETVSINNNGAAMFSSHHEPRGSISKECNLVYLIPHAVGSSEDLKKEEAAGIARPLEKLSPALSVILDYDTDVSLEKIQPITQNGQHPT
#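 Tetracycline-induced HEK293 Trex D1 cells, force-coupled to calcium, dye-loaded; compounds added and read 180 s, then EC80 dopamine added and calcium flux tracked kinetically another 180 s.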
# TRHR enhancer: qHTS for Small Molecule Agonists and Allosteric Enhancers of Human TRH Receptor: Primary Screen for Enhancers; TRHR cells, fluo-8 calcium fluorescence, EC20 TRH enhancement; enhancement, % at 2 µM; 0.66% of 360,000 active; Thyrotropin-releasing hormone receptor (Homo sapiens), P34981; in the data active = enhancement above about 30%; also: 0% is about no effect
# Target sequence (P34981 whole entry, looked up): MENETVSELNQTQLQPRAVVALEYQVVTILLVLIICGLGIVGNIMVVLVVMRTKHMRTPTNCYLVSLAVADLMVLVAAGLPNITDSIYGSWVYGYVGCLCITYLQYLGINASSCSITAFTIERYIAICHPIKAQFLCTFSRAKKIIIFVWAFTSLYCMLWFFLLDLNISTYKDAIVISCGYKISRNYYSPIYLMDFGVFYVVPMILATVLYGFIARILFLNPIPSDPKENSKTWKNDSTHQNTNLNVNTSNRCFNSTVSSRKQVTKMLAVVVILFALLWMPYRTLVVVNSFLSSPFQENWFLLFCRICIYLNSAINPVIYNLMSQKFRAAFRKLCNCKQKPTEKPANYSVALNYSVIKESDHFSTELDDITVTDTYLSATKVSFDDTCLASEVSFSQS
#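 Enhancer read-out: after compound pinning and an initial kinetic agonist-mode read, an EC20 of TRH (10 nM final) was injected and fluo-8 calcium signal (Ex 480/Em 530) followed at 1 s/cycle for 100 cycles in TRHR-expressing cells.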
# D2 ag: HTS Assay for Allosteric Agonists of the Human D2 Dopamine Receptor: Primary Screen for Agonists. D(2) dopamine receptor (Homo sapiens), P14416. HEK293 T-REx D2 cells, calcium flux agonist mode. activation, % at 2 µM. 0.53% of 340,000 active;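 active = activation over 3 SD above normal in the single-dose calcium agonist read, cut at about 30% in these data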; also: 0% is about no effect
#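 Tetracycline-induced HEK293 Trex cells with D2 receptor force-coupled to calcium signaling, plated overnight at 30 C and loaded with no-wash calcium dye. Calcium flux read kinetically for 180 s after compound addition; responses flag agonists.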
# RXFP1 agonist: qHTS Assay for Agonists of the Relaxin Receptor RXFP1. HEK293T-RXFP1 cAMP TR-FRET, 30 min; response scale: percent of porcine relaxin response, buffer zero. Potency, µM (doses to about 57.5 µM), for inactives: at the highest dose activation, most hits filed as activators. Relaxin receptor 1 (Homo sapiens), Q9HBX9. 0.3% of 370,000 active; active = well fitted activation curve with a large enough effect; inconclusive = small, poorly fitted or top-dose-only effect; also: potency is read from the fitted curve at half-maximal effect; % is scaled to controls: 0 for no effect and ±100 for the full control effect; nearly all actives have a fitted effect of over 60% in size; many of its hits are not listed in these tables
#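 Agonist response is measured as cAMP accumulation in an RXFP1-transfected HEK293T line under PDE4 inhibition. Values are scaled between buffer-only and 29 nM porcine relaxin, and EC50s come from standard Hill equation fits.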
# D2 antagonist: HTS Assay for Allosteric Antagonists of the Human D2 Dopamine Receptor: Primary Screen for Antagonists; HEK293 TREx D2 cells, calcium flux, dopamine EC80; inhibition, % at 10 µM; 2% of 340,000 active; in the data active = inhibition above about 30%; also: 0% is about no effect
#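 Calcium flux kinetic readout in an inducible HEK293 TREx D2 line plated overnight at 30 C. After 180 s compound exposure, an EC80 dopamine challenge follows with another 180 s kinetic read to detect antagonism.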
# D1 ag: Allosteric Agonists of the Human D1 Dopamine Receptor: qHTS | D(1A) dopamine receptor (Homo sapiens), P21728 | HEK293 T-REx D1 cells, calcium flux, agonist mode | activation, % at 2 µM | 1% of 360,000 active | AID 504660, 2011; in the data active = activation above about 30%; also: 0% is about no effect
#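 Inducible HEK293 T-REx D1 cells, force-coupled to calcium signalling, were plated at 4000 cells/well with tetracycline and held overnight at 30 C. After no-wash calcium dye loading, compound-evoked calcium rise over 180 s flagged agonists.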
# D1 potentiator: Potentiators of Human D1 Dopamine Receptor: qHTS; D(1A) dopamine receptor (Homo sapiens), P21728; HEK293 TREx D1 cells, calcium flux, dopamine EC20 potentiation; potentiation, % at 10 µM; 0.036% of 360,000 active; AID 504651, 2011; in the data active = potentiation above about 30%; also: 0% is about no effect
# * marks the source's active call; other numbers are inactive results; ? = inconclusive; · = not tested or not shown; & = joins results of further samples.
# The opening 4 entries as a preview:
SMILES,RXFP1 antag,D2 PAM,D1 antag,TRHR enhancer,D2 ag,RXFP1 agonist,D2 antagonist,D1 ag,D1 potentiator
CCN(CC)C(=O)N1CCN(c2c([N+](=O)[O-])c(=O)oc3ccccc23)CC1,-5,2,14,6,-0.5,-1.7%,-9,1,2
NC(=O)Cn1c(O)c(N=NC(=O)CNC(=O)/C=C/c2ccccc2)c2ccccc21,4,-7,-2,2,1.0,-2.3%,7,2,-4
Cc1cc(O)c(/C=N/Nc2ccc(Cl)cc2)c(=O)o1,2,-3,-9,-3,-0.1,-0.3%,4,2,-2
O=C(/C=C/c1ccccc1)c1ccccc1,·,-2,-5,3,0.5,0.1%,17,3,5

# Main list, previewed entries included:
SMILES,RXFP1 antag,D2 PAM,D1 antag,TRHR enhancer,D2 ag,RXFP1 agonist,D2 antagonist,D1 ag,D1 potentiator
CCN(CC)C(=O)N1CCN(c2c([N+](=O)[O-])c(=O)oc3ccccc23)CC1,-5,2,14,6,-0.5,-1.7%,-9,1,2
NC(=O)Cn1c(O)c(N=NC(=O)CNC(=O)/C=C/c2ccccc2)c2ccccc21,4,-7,-2,2,1.0,-2.3%,7,2,-4
Cc1cc(O)c(/C=N/Nc2ccc(Cl)cc2)c(=O)o1,2,-3,-9,-3,-0.1,-0.3%,4,2,-2
O=C(/C=C/c1ccccc1)c1ccccc1,·,-2,-5,3,0.5,0.1%,17,3,5
CCCN(CC(=O)Nc1ccccc1C)C(=O)c1sc2ccccc2c1Cl,6,7,8,5,-2.3,0.6%,-17,9,·
Cc1ccc(NC(=S)NC(=O)C2CCC2)cc1C,-11,-3,1,3,-0.1,1.5%,-1,4,0
Cc1ccc(S(=O)(=O)Nc2cccc3ncccc23)s1,2,-2,3,0,-1.7,0.2%,-3,11,3
C=CCOc1nc(-c2ccncc2)nc2ccccc12,3,-7,10,4,2.1,0.4%,-1,1,-4
Cc1ccccc1OCc1nc2ccc(S(=O)(=O)N3CCOCC3)cc2[nH]1,2,0,-15,2,0.5,0.1%,10,2,-8
COc1ccc(S(=O)(=O)Nc2ccc(Oc3ncccn3)c(Cl)c2)cc1,6,-9,·,9,1.1,-0.2%,-6,9,-2
Cc1cc(S(=O)(=O)N2CCOCC2)ccc1OCC(=O)N1CCCCC1,7,3,3,6,-0.7,0.1%,-10,6,-3
COc1ccc(CNC(=O)/C=C/C(=O)O)cc1,6,7,-3,15,0.7,-0.2%,-8,1,7
COc1ccc(OC(=O)/C=C/c2ccc([N+](=O)[O-])cc2)cc1,-14,2,13,-8,0.5,4.5%,-1,4,-6
CCCCNC(=O)COn1nnc2ccc(S(=O)(=O)N3CCOCC3)cc21,-8,13,-3,6,0.2,2.0%,-2,1,-4
Cc1ccc(-c2c(C(=O)NCc3ccccc3)oc(=O)c3ccccc23)cc1,-8&-1,7&-5,5&1,-13&-4,-0.1&-1.2,-0.7%&0.5%,-4,17&2,1&-3
CC(C)C(=O)Nc1cccc(NC(=O)c2cccnc2)c1,1,·,1,-4,·,-1.1%,·,6,-2
COc1ccc(NC2CCCN(C(=O)c3oc(C)cc3C)C2)cc1OC (stereo not drawn),0,-4,-15,-1,0.0,2.4%,5,4,-2
COC(=O)CSc1nc(NCC(C)C)nc(N2CCOCC2)n1,0,-17,-10,-6,1.2,1.0%,13,1,-14
Clc1cccc2sc(N3CCCCC3)nc12,-12,19,55,2,-2.3,0.0%,-18,2,-2
Cc1c(NC(=O)CCc2ccccc2)cccc1[N+](=O)[O-],1,·,-9,13,-0.8,-2.0%,-4,3,-2
CC(C)(C)c1ccc(C(=O)NC2CCN(Cc3ccccc3)CC2)cc1,-29,-21,-2,-5,0.7,0.0%,54*,13,-11
O=C(Nn1c(-c2ccccc2)nc2ccccc2c1=O)c1cccs1,5,8,-10,6,-1.6,-5.6%,11,5,0
COc1cnc(-c2ccccn2)nc1Sc1ccccc1Cl,-17,-1,26,-5,-0.3,0.2%,-3,32*,3
COCCN1CCN(C(=O)c2ccc3oc(CCc4ccccc4)nc3c2)CC1,-9,1,-6,0,0.6,-0.7%,2,1,-3
Cc1nc2ccccn2c1-c1csc(NCc2ccco2)n1,-11,0,-18,-3,0.3,-1.6%,-5,10,-4
O=C(NCCc1ccccc1F)C1CC(=O)N(c2ccccc2)C1 (stereo not drawn),0,-3,-21,-5,-0.4,0.8%,-15,1,-8
COc1ccc(Cl)cc1-n1c(=S)sc2c(=O)[nH]c(SCC(=O)C(C)(C)C)nc21,-26,0,5,-14,0.0,-1.4%,6,0,-5
O=C(CCCN1C(=O)/C(=C/c2ccccc2Cl)SC1=S)NNC(=O)c1ccc(Cl)cc1Cl,8,0,-7,2,0.6,6.8%,-7,4,-1
N#Cc1ccc(C(=O)OCCCc2cc3ccccc3c(=O)o2)cc1,·,-11,·,-4,-1.3,0.1%,3,7,-5
Cc1c(NC(=S)NC(=O)c2cccc(Br)c2)c(=O)n(-c2ccccc2)n1C,8,3,4,-1,-0.8,-0.2%,1,2,0
CCOCCCN(Cc1ccco1)C(=O)c1cc2c(=O)[nH]c3ccc(C)cc3c2s1,-17,14&3,-2&9,4&5,-0.7&1.1,-1.4%&1.5%,-6,4&2,-4
Cc1ccc(-c2noc(Cn3nc(C(=O)O)c4ccccc4c3=O)n2)cc1,-11,0,-3,-5,-0.2,-0.4%,18,0,0
CN(Cc1ccc(F)cc1)C(=O)COc1ccccc1-c1ccccc1,-9,4,-3,-9,-0.6,0.8%,-2,6,-2
CCOCCC(=O)Nc1cc(Cl)ccc1OC,5,-4,-3,-4,-0.8,0.7%,-22,1,0
COc1ccc(C(=O)N/N=C(\C)Cn2cnc([N+](=O)[O-])n2)cc1,-3,-2,-6,4,-2.8,2.4%,-1,2,-1
CCCCc1nnc(NC(=O)c2oc3ccccc3c2C)s1,-4,-1,14,-9,0.1,-0.2%,3,1,-4
CCCCN(C(=O)C(C)N1C(=O)c2ccccc2C1=O)c1c(N)n(CC(C)C)c(=O)[nH]c1=O (stereo not drawn),2,7,6,-1,-0.3,-0.6%,-14,6,·
Cc1cccc(N(C)C(=O)CCS(=O)(=O)c2cc3c(cc2Cl)NC(=O)CO3)c1,8,-2,-14,-2,0.2,3.3%,-3,2,-9
CC(=O)c1cccc(NC(=O)N2CCC(C(=O)c3ccc(F)cc3)CC2)c1,-9,-27,-21,0,0.3,1.1%,13,8,-8
Clc1ccc2c(c1)[C@H]1OCC[C@H]1[C@@H](c1ccco1)N2,12,-5,-4,-4,0.7,7.7%,-23,0,1
O=S(=O)(Cc1ccc(Cl)cc1)N1CCN(Cc2ccccc2)CC1,-14,0,3,-4,0.2,-1.0%,14,-1,-5
COc1ccc(NC(=O)CCS(=O)(=O)c2cccc3nonc23)c(OC)c1,-14,-1,-45*,-4,0.3,0.4%,18,0,1
O=C(C1CCCN(S(=O)(=O)c2cccc3cccnc23)C1)N1CCN(c2ccc(F)cc2)CC1 (stereo not drawn),-9,0,-36*,-2,-0.4,-0.1%,4,1,-3
CC1CN(C2CCN(S(=O)(=O)c3ccc(F)cc3)CC2)CC(C)O1 (stereo not drawn),-6,18,-8,11,1.8,3.3%,-9,2,1
CC(C)c1ccc(NC2CCCN(C(=O)CN3CCCC3=O)C2)cc1 (stereo not drawn),-1,-3,-3,-3,0.2,-5.1%,6,3,-6
Cc1cccc(C)c1CC(=O)N1CCOCC1,1,0,-3,2,1.1,0.0%,12,0,0
O=C(COc1ccc(C(=S)N2CCCC2)cc1)Nc1ccccc1C(F)(F)F,-18,1,-1,-2,-1.3,1.3%,2,3,-1
CCOC(=O)C1CCCN(C(=O)c2csc(-c3ccc4c(c3)CCO4)n2)C1 (stereo not drawn),2,21,-21,-2,-1.0,?,-13,1,-1
CCOc1ccc2c(c1)[N+](C)(C)C(C)(C)C=C2C,2,-6,7,-1,5.0,0.6%,-3,5,1
COc1ccc2[nH]c3c(=O)n(Cc4ccc(C(=O)N5CCCC5)cc4)c(=S)[nH]c3c2c1,?,·,-6,0,-0.4,8.9%,-8,0,-6
COC(=O)c1cccc(Cn2nnc3ccccc3c2=O)c1,7,11,-10,2,-0.6,11%,11,3,-7
COc1cccc(CNCc2ccccc2Br)c1OC,2,2,-4,-8,1.0,1.0%,-31,2,-13
CCOC(=O)/C(=C\Nc1ccc(OC(F)(F)F)cc1)Sc1ncc(C(F)(F)F)cc1Cl,-9,5,-10,4,-0.6,0.0%,-12,2,8
COc1cc(C)c(NC(=O)COc2ccc3c(c2)CCC3)cc1OC,-21,-3,-18,0,0.8,0.5%,5,5,-8
CC1(c2ccccc2)CC(C)(C)N(C(=O)CSc2nnc(N)s2)c2ccccc21 (stereo not drawn),·,3,2,-3,-0.3,2.8%,2,-1,10
CCOc1ccc(C(=O)NC(=S)Nc2ccccn2)cc1[N+](=O)[O-],-8,-3,-4,-11,-0.5,1.8%,-6,4,-3
CC(C)CCN(C(=S)Nc1cccc(F)c1)C1CCN(C(C)C)CC1,-4,-11,8,3,0.8,1.4%,-3,2,0
C=CCNC(=O)CN1C(=O)NC(C)(c2ccc(OC)cc2)C1=O (stereo not drawn),-13,2,-5,2,-0.4,0.8%,5,0,-2
Cc1ccc(-n2nc(C)c3c(C)c(CCC(=O)NC(C)c4ccccc4)c(C)nc32)cc1 (stereo not drawn),·,-6&-7,-8&14,-6&4,0.0&0.0,?,-1,0&0,-3&-2
CC(C)OC(=O)CC12CN3CC(CC(=O)OC(C)C)(CN(C1)C(=O)c1ccccc1C3=O)C2=O,-11,3,8,9,-1.0,1.0%,-1,3,-4
# Continued:
SMILES,RXFP1 antag,D2 PAM,D1 antag,TRHR enhancer,D2 ag,RXFP1 agonist,D2 antagonist,D1 ag,D1 potentiator
COc1cc(NC(=O)CSc2nnc(C)s2)cc(OC)c1,20,-13,-9,7,-0.2,0.5%,-7,5,-1
O=C(NCCc1ccc(Cl)cc1)c1ccc2nccnc2c1,-8,-6,-12,-3,-0.1,5.8%,-21,4,-4
O=c1c2ccccc2nc(-c2ccccc2)n1CCN1CCOCC1,1,-3,10,-5,-1.2,4.7%,-9,2,-7
Cc1cccc(N=C2NC(=O)CS2)c1C,14,5,0,-8,0.1,0.3%,-21,1,-4

# These rows are one share of the data; the hit share may differ from the screen's.
